Compound activity (PubChem BioAssay)
NS5 inhibitors: Dengue-2 NS5 methyltransferase inhibitors, primary screen, biochemical, confirmation dose response (AID 588689). Dengue-2 NS5 methyltransferase capping enzyme assay, biochemical; higher % means a stronger effect. inhibition, % at 25 µM, or IC50 in µM where a hit was titrated. 0.3% of 340,000 active; in the data active = a potency from the dose series
NOD1 inhibition: inhibition of NOD1-driven NF-kB reporter – cell-based, luminescence, uHTS, primary screen (AID 1578); NOD1-driven NF-kB luciferase reporter cells, luminescence; higher % means a stronger effect; inhibition, % at 4 µM; hits with a dose series show EC50 in µM; 1% of 290,000 active; in the data active = inhibition mostly above about 36%, no sharp cut-off; inactive = mostly below about 34%;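 note: HEK-293T reporter cells stimulated with the NOD1 agonist gamma-tri-DAP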
GPR55 beta-arrestin: selective activators of receptor GPR55 – imaging, U2OS cells, beta-arrestin-GFP redistribution, primary screen (AID 1961) | U2OS GPR55 beta-arrestin-GFP redistribution imaging; higher % means a stronger effect | 0.048% of 290,000 active | one-dose activation, % at 10 µM; EC50 in µM for titrated hits;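 active = activation above 40% with more than 50 cells counted in the well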;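 note: U2OS osteosarcoma cells stably expressing GPR55 and beta-arrestin-GFP; plate controls were DMSO negative control for no effect and LPI positive control for full effect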
GPR55 LPI antagonism: GPR55 antagonists blocking LPI-driven arrestin recruitment, primary screen, imaging, U2OS, beta-arrestin-GFP, LPI agonist (AID 2013); inhibition, % at 10 µM; hits with a dose series show IC50 in µM; 0.13% of 290,000 active; U2OS GPR55 beta-arrestin-GFP translocation imaging, LPI antagonism; higher % means a stronger effect;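 active = spots per cell inhibited over 60%, with over 100 cells counted and total cytoplasm intensity under 500,000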;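 note: U2OS cells stably carrying GPR55 and arrestin-GFP stimulated by 5 µM LPI near EC80; imaged beta-arrestin-GFP aggregate spots per cell after agonist stimulation; plate controls were LPI-stimulated DMSO wells for no effect and DMSO wells without LPI for full effect; some results filed as inactive read as strong as hits; confirmed hits need IC50 under 10 µM and bright autofluorescent wells are also inconclusive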
KOR beta-arrestin-1: KOR agonists, beta-arrestin recruitment, primary screen, cell-based, luminescence, uHTS (AID 1777); KOR beta-arrestin recruitment, luminescence; higher % means a stronger effect; one-dose activation, % at 10 µM; EC50 in µM for titrated hits; 0.02% of 280,000 active; in the data active = activation above about 50%, passing the limit was not always enough; note: a part of the inactive calls stands beside numbers as strong as those of hits
HIV peptide binding: cell-free HIV fusion peptide-binding blockers – biochemical, uHTS, fluorescence dequenching, primary screen (AID 1986); one-dose inhibition, % at 20 µM; IC50 in µM for titrated hits; 0.3% of 290,000 active; cell-free peptide binding, fluorescence dequenching, 30 min; higher % means a stronger effect; in the data active = inhibition mostly above about 52%, no sharp cut-off; inactive = mostly below about 76%; note: some results filed as inactive read as strong as hits
West Nile antiviral: West Nile virus antiviral activity, cell-based, CPE readout (AID 1621). CPE inhibition, % at 10 µM, or IC50 in µM where a hit was titrated. West Nile virus-infected cells, CPE inhibition; higher % means a stronger effect. 0.02% of 290,000 active; in the data active = a potency from the dose series; note: strong numbers were not always called active
GPR35 antagonists: GPR35 antagonists blocking zaprinast-driven arrestin recruitment, primary screen, imaging, U2OS, beta-arrestin-GFP, zaprinast agonist (AID 2058); U2OS GPR35 beta-arrestin-GFP translocation imaging, zaprinast antagonism; higher % means a stronger effect; one-dose inhibition, % at 10 µM; IC50 in µM for titrated hits; 0.052% of 290,000 active;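 active = inhibition of at least 50% with at least 30 cells and total cytoplasm GFP at most 10,000,000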
KOR beta-arrestin-2: kappa opioid receptor blockers – cell-based, luminescence, uHTS (AID 1778); KOR beta-arrestin recruitment, luminescence, antagonist mode; higher % means a stronger effect; one-dose inhibition, % at 10 µM; IC50 in µM for titrated hits; 0.091% of 290,000 active; in the data active = inhibition above about 50%; note: strong numbers were not always called active
NS5 inhibitors pilot replicate: also measured in NS5 inhibitors; calls as there; inhibition, %; measured here: pilot screen replicate inhibition
An asterisk follows results filed as active; . = no result given; [ ] = dose if it differs, or a comment. The list is partial. The share of hits here may be higher or lower than overall.

The first two entries (preview)
SMILES	NS5 inhibitors	NOD1 inhibition	GPR55 beta-arrestin	GPR55 LPI antagonism	KOR beta-arrestin-1	HIV peptide binding	West Nile antiviral	GPR35 antagonists	KOR beta-arrestin-2	others
Cc1c(C(=O)N2CCOCC2)c(S(=O)(=O)Nc2ccccc2)c(C)n1C	-3%	-20%	0.6%	2%	8.8%	-2.4%	0.8%	3%	-19%
Cn1c(=O)n(C)c2cc([N+](=O)[O-])c(N3CCN(C(=O)c4cccc(Cl)c4)CC3)cc21	-7%	-10%	-0.1%	3%	-9.3%	-0.2%	0.5%	-1%	34%

Results, previewed entries included:
SMILES	NS5 inhibitors	NOD1 inhibition	GPR55 beta-arrestin	GPR55 LPI antagonism	KOR beta-arrestin-1	HIV peptide binding	West Nile antiviral	GPR35 antagonists	KOR beta-arrestin-2	others
Cc1c(C(=O)N2CCOCC2)c(S(=O)(=O)Nc2ccccc2)c(C)n1C	-3%	-20%	0.6%	2%	8.8%	-2.4%	0.8%	3%	-19%
Cn1c(=O)n(C)c2cc([N+](=O)[O-])c(N3CCN(C(=O)c4cccc(Cl)c4)CC3)cc21	-7%	-10%	-0.1%	3%	-9.3%	-0.2%	0.5%	-1%	34%
CCn1nc(NC(C)=O)c2cc3cccc(C)c3nc21	-11%	-4%	-0.1%	6%	-3.7%	-2.6%	-0.1%	0%	4%
Cc1c(C(=O)N2CCOCC2)c(S(=O)(=O)Nc2ccc(C(C)C)cc2)c(C)n1C	-4%	21%	-0.2%	11%	-0.1%	0.0%	-0.4%	8%	-55%
O=C(NC1CCCC1)c1cc(S(=O)(=O)N2CCCC2)ccc1Cl	3%	0%	-0.1%	10%	5.5%	-0.3%	-0.1%	0%	-8%
CCCCN=Cc1sc2ccc(OCC)cc2c1O	-2%	-38%	-0.1%	1%	-5.2%	3.1%	0.2%	2%	-30%
O=C(CCC1N=C2c3ccccc3N=C(SCC(=O)NCc3ccco3)N2C1=O)NCc1ccco1 (centres undefined)	-2%	-10%	-0.4%	1%	4.4%	12%	-0.2%	-1%	-23%
C=CCSc1nc(O)c(C2OC(=O)c3c2ccc(OC)c3OC)c(=O)n1-c1ccccc1 (centres undefined)	13%	-14%	-0.1%	9%	2.4%	-0.6%	0.2%	-9%	12%
Nc1ccc(C(=O)NC2CCSc3ccccc32)cc1[N+](=O)[O-] (centres undefined)	3%	-36%	0.0%	3%	-1.4%	-1.1%	-0.6%	0%	-17%
Cc1cccc(C)c1OCCCN1CCOCC1	-8%	5%	0.0%	-6%	-6.7%	-1.3%	0.3%	-6%	.
COC(=O)COc1cccc2c(=O)n(CC(=O)NCc3ccccc3)ccc12	-8%	-4%	0.6%	-6%	-1.1%	-0.9%	0.5%	-1%	-30%
CC(C)(C)NC(=O)c1cc(NC(=O)c2ccco2)cc(NC(=O)c2ccco2)c1	2%	-2%	-0.2%	10%	-5.9%	6.3%	0.8%	8%	-5%
O=C(Nc1nnc(C2CC2)s1)C1Cc2ccccc2CN1C(=O)c1ccco1 (centres undefined)	-4%	-18%	0.3%	-4%	-4.2%	18%	1.6%	2%	21%
S=c1[nH]c2ccccc2n1CCOc1ccccc1	-5%	9%	0.9%	-26%	4.4%	-1.2%	-1.5%	7%	-22%[20 µM]
CCc1nc(Nc2ccc(NC(C)=O)cc2)c2oc3ccccc3c2n1	-5%	8%	0.7%	11%	-2.5%	2.8%	-0.4%	3%	3%
O=C(O)CCN1C(=O)c2ccc(NC(=O)c3ccco3)cc2C1=O	-1%	-13%	-0.1%	6%	-5.4%	-1.4%	-0.3%	7%	-11%[20 µM]
Cc1cc(Cl)ccc1N(CC(=O)N=Nc1c(O)[nH]c2ccccc12)S(C)(=O)=O	-9%	7%	1.2%	12%	0.8%	-1.6%	-0.5%	-13%	-22%
COCCCn1c(SCC(=O)N(C)C)nnc1-c1ccccc1	1%	7%	-0.4%	-2%	2.9%	-1.9%	.	18%	15%
Cn1c(Cn2cnc(Cl)c2Cl)nc2ccccc21	1%	6%	-0.3%	6%	-0.9%	-0.5%	-0.3%	-11%	-16%
Cn1c(SCC(=O)NC2CCCCC2)nnc1-c1cc2ccccc2o1	1%	-25%	-0.1%	3%	-0.3%	0.3%	0.6%	0%	-3%
O=C(CCNS(=O)(=O)c1ccc(Br)cc1)NCc1ccc2c(c1)OCO2	-1%	-51%	0.0%	11%	-2.3%	-1.0%	0.8%	-6%	-2%
Cc1cc(N2CCN(c3ccccc3F)CC2)nc2cc(O)ccc12	-5%	-2%	-0.1%	-7%	-0.4%	2.7%	0.2%	-5%	-1%
CC(C)(C)OC(=O)N1CCC(Cc2cc(-c3cccc(Br)c3)no2)(C(=O)O)CC1	6%	18%	0.2%	-1%	0.7%	12%	0.0%	-1%	1%[20 µM]
CCCn1c(-c2cccnc2Cl)nc2cc(Cl)c(Cl)cc21	-3%	-18%	0.1%	55%	0.2%	0.1%	1.6%	-7%	23%
CCc1nnc(NS(=O)(=O)c2ccc(NC(=O)c3ccc(Br)cc3)cc2)s1	-2%	-1%	-0.1%	6%	2.3%	16%	-0.1%	8%	-16%[20 µM]
Cc1cccc(OCc2nnc(SCC(=O)NC3CCCCC3)n2C)c1	-17%	-26%	1.0%	-3%	-1.2%	-0.6%	0.1%	-1%	-16%
Cc1cc(C)c(C(=O)OCC(=O)NCc2cccs2)c(C)c1	-2%	-55%	-0.1%	-7%	1.0%	-2.1%	-0.3%	11%	-28%
O=C(O)c1ccc(CNCc2cccc(Oc3ccccc3)c2)cc1	-1%	-5%	0.3%	7%	1.6%	1.4%	-0.3%	-5%	8%
CCC(=O)N1CCc2cc(S(=O)(=O)NCCCN(CC)Cc3ccccc3)ccc21	-4%	-23%	-0.1%	8%	-3.2%	-1.3%	-1.2%	-2%	-22%
O=S(=O)(c1cccc2cccnc12)n1cnc2ccccc21	.	-22%	0.7%	2%	-3.7%	0.3%	0.2%	-8%	35%
CC1CCN(C2(O)C(=O)Nc3ccc(Cl)cc32)CC1 (centres undefined)	-4%	-20%	-0.1%	-28%	-2.2%	-0.9%	-0.1%	-12%	0%[20 µM]
Cc1nc(NC(=O)C23CCC(C)(C(=O)O2)C3(C)C)sc1C (centres undefined)	-12%	-9%	-0.1%	8%	-2.8%	-0.5%	-0.2%	11%	26%
CCN(CC)C(=O)Nc1c(C)n(C)n(-c2ccccc2)c1=O	4%	-21%	-0.1%	-1%	-6.1%	-0.6%	0.4%	2%	-9%
CCN(CC)CC(=O)c1c[nH]c2ccc(C)cc12	-11%	-11%	-0.2%	-8%	2.8%	-2.7%	-0.2%	9%	-21%
CC1CCCC(NC(=O)COC(=O)CN2C(=O)C3CCCCC3C2=O)C1C (centres undefined)	19%	-21%	-0.1%	-4%	1.2%	1.1%	-0.3%	-16%	31%
Cn1c(=O)n(C)c2cc(NS(=O)(=O)c3ccc(Cl)s3)ccc21	-1%	-18%	-0.4%	14%	-3.4%	2.1%	0.8%	-8%	18%
Cc1ccccc1NC(=O)Cn1c(CCC(=O)O)ccc1-c1cccs1	1%	-29%	0.2%	-11%	0.8%	4.9%	0.6%	-6%	-17%
Cc1cccc(CCNC(=O)C2CCN(S(=O)(=O)c3cccc4cccnc34)CC2)c1	-4%	-19%	-0.1%	18%	-2.7%	-0.4%	-0.1%	1%	-10%
Cc1ccnc(NS(=O)(=O)c2ccc(NC(=O)CC(C)c3ccccc3)cc2)n1 (centres undefined)	-10%	28%	-0.2%	4%	-6.4%	0.9%	0.3%	0%	-6%
COC(=O)CCCCCc1ccc(C(C)=O)s1	-3%	6%	-0.2%	-2%	-0.9%	1.2%	0.4%	-18%	12%
Cc1noc(C)c1CSCC(=O)OCc1nc2ccccc2c(=O)n1CC#N	2%	-7%	0.0%	16%	-0.7%	-1.6%	-0.2%	-15%	-13%
CN1C(=O)CSc2ccc(NC(=O)N3CCN(c4ccccc4)CC3)cc21	-2%	-11%	-0.3%	0%	-1.3%	-0.2%	-1.1%	-6%	-23%
CCc1ccc(S(=O)(=O)NCc2csc(-c3ccccc3)n2)s1	2%	-6%	0.0%	8%	5.4%	1.6%	0.0%	9%	-8%
CCN(CC)CCNC(=O)NC(=O)c1ccc(Cl)cc1	4%	-37%	0.4%	-3%	-3.3%	-0.4%	-0.1%	22%	6%
O=C(CSc1ccc(Cl)cc1Cl)N1CCC(c2nc3ccccc3s2)CC1	3%	30%	-0.1%	-7%	1.9%	0.1%	-0.5%	-5%	-9%
CN(C)c1nc2n(c(=S)n1)CCS2	0%	-10%	-0.2%	9%	-0.6%	-0.7%	-0.4%	-10%	-18%
CCCCc1nc2cc(C(=O)NCc3cc(C)n(C)n3)ccc2o1	3%	-20%	-0.2%	4%	-0.9%	-1.3%	-0.3%	-4%	-16%
CCOc1ncccc1C(=O)Nc1cc(S(=O)(=O)N2CCOCC2)ccc1N1CCCC1	-11%	0%	-0.4%	1%	4.2%	-0.6%	-0.7%	-6%	-20%
Cc1cc(C(=O)Nc2cccc(O)c2)c(C)o1	-5%	-17%	-0.1%	4%	2.6%	5.0%	-0.4%	-14%	-32%
CCOCCCNC(=O)c1ccc(NC(=O)C2=CSCCO2)cc1	-3%	-31%	-0.4%	-12%	2.8%	0.2%	0.2%	4%	-37%
Cn1cc(S(=O)(=O)N2CCN(c3ccc(F)cc3)CC2)c(=O)n(C)c1=O	1%	-1%	-0.3%	-4%	0.6%	1.1%	1.4%	-2%	37%
Cc1sc2ncn(/N=C/c3ccco3)c(=O)c2c1C	-4%	-11%	-0.1%	-1%	-1.3%	-2.4%	0.1%	-4%	24%
O=C(CSc1nnc2c(Cl)cc(Cl)cn12)NC1CCS(=O)(=O)C1 (centres undefined)	5%	23%	-0.1%	-4%	0.6%	-1.6%	0.1%	-1%	46%
CCn1c(=S)sc2c(=O)n(-c3ccccc3)c(SCC(=O)NCc3ccco3)nc21	2%	-25%	-0.1%	24%	-0.1%	1.2%	1.0%	5%	20%
Cc1cc(C(=O)O)c(C)n1Cc1ccncc1	-8%	-4%	-0.6%	4%	1.3%	-2.7%	0.4%	10%	.
COc1cccc(NC(=O)CN(C)C(C)C(=O)Nc2ccc(S(=O)(=O)N3CCOCC3)cc2)c1 (centres undefined)	9%	1%	-0.1%	-6%	0.1%	-1.0%	0.1%	2%	40%
O=C(NCc1ccccc1Cl)c1ccc(Cn2cc(C(F)(F)F)ccc2=O)cc1	0%	4%	0.2%	17%	-2.1%	-1.3%	-1.3%	17%	-27%	NS5 inhibitors pilot replicate=-0.5
COCCn1nnnc1CN1CCC(NC(=O)c2ccc(Br)cc2)CC1	2%	0%	0.7%	5%	-1.4%	3.7%	-0.3%	-8%	4%
C[C@H](NC(=O)[C@H]1N2C(=O)c3ccccc3C2SC1(C)C)C(=O)N1CCC[C@H]1CO (some centres undefined)	-7%	15%	-0.1%	-2%	-4.8%	-0.4%	-0.3%	-3%	-50%[20 µM]
